# TRPML3 agonist: human TRPML3 channel agonists, primary screen, cell-based, HEK293 TRPML3-YFP, Fluo-8 calcium fluorescence, 3 µM; activation, % at 3 µM; 100% = the carbachol control signal; AID 1448, 2008; hit rate 0.29% among 220,000; Mucolipin-3 (Homo sapiens), Q8TDD5;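 active = activation above its plate's cutoff, the mean activation of the plate's test wells plus 3 SD, cut at about 12% in these data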;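 note: 0% = DMSO only wells and 100% = carbachol wells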
# Target sequence (Q8TDD5 whole entry, looked up): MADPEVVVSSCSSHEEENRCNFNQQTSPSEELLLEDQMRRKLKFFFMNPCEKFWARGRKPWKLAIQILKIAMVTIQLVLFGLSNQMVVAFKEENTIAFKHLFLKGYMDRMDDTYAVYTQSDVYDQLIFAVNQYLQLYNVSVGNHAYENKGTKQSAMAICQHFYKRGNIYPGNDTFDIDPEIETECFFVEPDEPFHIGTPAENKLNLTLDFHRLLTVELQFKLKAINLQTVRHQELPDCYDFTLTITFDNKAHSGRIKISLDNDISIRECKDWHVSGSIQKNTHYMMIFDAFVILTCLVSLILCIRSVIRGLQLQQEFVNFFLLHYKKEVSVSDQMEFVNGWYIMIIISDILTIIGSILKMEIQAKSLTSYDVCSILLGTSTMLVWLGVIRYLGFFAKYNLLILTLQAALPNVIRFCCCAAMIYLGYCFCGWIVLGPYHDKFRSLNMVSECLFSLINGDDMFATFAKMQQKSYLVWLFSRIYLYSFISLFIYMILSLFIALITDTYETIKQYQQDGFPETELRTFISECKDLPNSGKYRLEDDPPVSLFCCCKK
#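 Test system – HEK293 line with stable expression of human TRPML3-YFP channel · Control set – carbachol 87 µM final as high control (100%), DMSO as low control (0%) · Signal – Fluo-8 calcium dye fluorescence, ex 470-495, em 515-575 nm · Incubation – 1-h 37 °C dye load, 5-s basal, 120-s post-compound reads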
# Tb hexokinase: Trypanosoma brucei hexokinase 1 inhibitors, primary screen, biochemical, G6PDH-coupled NADH absorbance, MLSCN library; hexokinase 1 [Trypanosoma brucei]; recombinant TbHK1, G6PDH-coupled NADH A340; inhibition, % at 10 µM; hit rate 0.11% among 220,000;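 active = inhibition of 50% or more in the single-dose primary screen; inactive = inhibition below 50%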
# PPC-1+TRAIL kill: compounds killing PPC-1 cancer cells with TRAIL present, primary screen, TRAIL potentiator project, ATPLite luminescence, uHTS. hit rate 0.41% among 220,000. PPC-1 cells + TRAIL, ATPLite viability luminescence. cell killing (% activity), % at 4 µM;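 active = cell killing above 50% in the first pass at 4 µM, then a duplicate retest at 5 µM averaging 50% or more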;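 note: plate controls were cells with TRAIL plus DMSO for no effect and medium-only wells lacking cells for full effect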
# m-calpain inh: inhibitors of pig calpain II, primary screen, biochemical, fluorogenic peptide substrate, 1536-well. purified calpain II, 30 min. inhibition, % at 16 µM. hit rate 0.37% among 220,000. AID 1236, 2008;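 active = inhibition above about 50%, limit read from the data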
# zfTRPN1 agonist: zebrafish TRPN1 channel agonists, primary screen, cell-based, HEK293, calcium fluorescence; activation, % at 3 µM; AID 1424, 2008; transient receptor potential cation channel N1 (TRPN1/NompC), Danio rerio; HEK293 zebrafish TRPN1-YFP, Fluo-8 calcium fluorescence; 100% = response to 87 µM carbachol; hit rate 0.18% among 220,000;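 active = activation above its plate's cutoff, the mean activation of test wells on that plate plus 3 SD, cut at about 19% in these data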;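 note: 0% = DMSO alone and 100% = 87 µM carbachol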
#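 Control set: carbachol 87 µM as high control, DMSO as low control; system: HEK293 stable line with zebrafish TRPN1-YFP; read-out: % activation versus carbachol response; detection: intracellular calcium fluorescence with Fluo-8; doses: single test compound dose, 3 µM nominal, 0.3% DMSO; schedule: dye 1 h 37 °C plus 30 min RT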
# Cl transport mod: KCC2 cotransporter modulators, thallium flux, primary screen, cell-based, HEK293 KCC2, FluoZin-2 fluorescence, MLSMR | Solute carrier family 12 member 5 (Homo sapiens), Q9H2X9 | KCC2 cells, thallium flux FluoZin-2 fluorescence | B-score of Tl+ flux slope (higher = more flux/activation; lower = inhibition) at 10 µM | hit rate 2.2% among 190,000 | AID 1456, 2008;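 active = thallium flux slope and its plate-corrected score both differing from the plate sample mean at a set confidence after two filtering rounds, in either direction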;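 note: slope of fluorescence scaled to starting intensity during 10 to 20 s after thallium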
# Furin inh: human furin inhibitors, primary screen, biochemical, fluorescence intensity; P09958; purified furin, fluorogenic substrate cleavage; inhibition, % at 30 µM; hit rate 0.061% among 220,000; in the data active = inhibition above about 25%; note: inactives centre near -15
# thrombin 1536: human alpha-thrombin inhibitors, primary screen, counter-screen for coagulation protease inhibitor project, biochemical, 1536-well, fluorogenic AMC substrate. hit rate 0.26% among 220,000. AID 1046, 2008. Prothrombin (Homo sapiens), P00734. inhibition, % at 5 µM. Boc-VPR-AMC fluorogenic substrate cleavage;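 active = inhibition at or above 40%; inactive = inhibition below 40%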;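 note: 0% = enzyme with no compound and 100% = wells without enzyme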
#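 System – human alpha-thrombin · Medium – pH 7.5 Tris (50 mM) with NaCl 150 mM, Tween 20 0.05% · Compound – single-point dosing at 5 µM, 0.2% DMSO · Incubation – enzyme reaction carried out at room temperature · Technique – fluorescence of released AMC, ex 355 nm, em 460 nm · Read-out basis – % inhibition of thrombin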
# EBV gp42 block: Epstein-Barr virus gp42 inhibitors, primary screen, biochemical, uHTS, fluorescence polarization. Fluorescence polarization binding assay, mP read-out. inhibition, % (tested at 21.74 µM). hit rate 0.42% among 220,000. AID 1085, 2008; in the data active = inhibition above about 50%
# Target sequence (Q1HVG2 whole entry, looked up): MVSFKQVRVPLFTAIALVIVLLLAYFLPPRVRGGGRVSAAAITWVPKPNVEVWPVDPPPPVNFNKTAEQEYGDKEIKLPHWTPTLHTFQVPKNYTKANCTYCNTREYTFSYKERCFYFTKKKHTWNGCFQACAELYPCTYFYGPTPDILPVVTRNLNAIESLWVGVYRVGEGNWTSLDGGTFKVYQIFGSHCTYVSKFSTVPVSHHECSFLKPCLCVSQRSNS
# An asterisk follows results filed as active; i = inactive; . = no result given; [ ] = remark or other dose.
SMILES,TRPML3 agonist,Tb hexokinase,PPC-1+TRAIL kill,m-calpain inh,zfTRPN1 agonist,Cl transport mod,Furin inh,thrombin 1536,EBV gp42 block
CCOC(=O)C1=C(C)Nc2ccccc2N=C1NC(=O)Cc1ccc(OC)cc1,0.0,-4,24,20,0.7,0.0071,-13,-11,-1
CCc1cccc(CC)c1C(O)c1cccnc1 (stereo not drawn),-0.4,7,14,16,1.2,-0.00028,-6,-5,-3
O=C(CSC1CC(=O)N(CCc2ccccc2)C1=O)Nc1ccc(Br)cc1 (stereo not drawn),-0.5,3,-13,22,-0.8,.,-21[20 µM],5,-11
COc1ccc(C(=O)Nc2cccc(/C(C)=N/NC(=O)c3ccc([N+](=O)[O-])cc3)c2)cc1OC,1.0,2,15,22,-0.3,-0.82,-13[20 µM],3,-17
Nc1c(C(=O)Nc2ccccc2)c2nc3ccccc3nc2n1-c1ccc(O)cc1,0.6,-29,4,-10,1.2,0.26,-14,-6,1
O=C(Nc1ccc(Cl)cc1)NC1CCS(=O)(=O)C1 (stereo not drawn),0.6,1,2,11,0.8,0.59,-22,6,-5
O=C1CCCc2c1sc1nc3n(c(=O)c21)CCCCC3,0.8,-5,2,-13,1.0,-0.12,-14[20 µM],-4,-1
Cn1c(CNC(=O)c2cccs2)n[nH]c1=S,0.8,1,3,-11,1.7,-0.0078,-22,-4,-1
Cc1ccccc1C(C(=O)NC1CCCCC1)N(C(=O)CNC(=O)c1ccco1)c1cccnc1 (stereo not drawn),0.2,5,7,23,-1.0,.,-11,-15,-10
Cn1cccc1Cc1nnc(SCC(=O)Nc2ccc(F)cc2)n1-c1ccc(F)cc1,-0.7,-4,9,-22,1.4,-2.1,-14,-6,-1
O=C(O)c1ccccc1C(=O)NNc1ccc(F)cc1,0.9,0,3,21,1.0,.,-22[20 µM],-3,1
CCCCCc1nnc(NC(=O)Cc2cccs2)s1,-1.4,17,11,-56,-0.7,0.86,-5[20 µM],-1,-5
Cc1cc(OCC(O)CN2C(C)CCCC2C)ccc1C(C)C (stereo not drawn),1.4,30,18,3,0.2,0.59,-14,3,5
CNC(=S)NNC(=O)c1ccc(=O)n(Cc2ccc(Cl)cc2Cl)c1,0.6,-5,-4,-10,1.7,-1.3,-25,0,-8
CCCCn1c(SCC(=O)Nc2cc(NC(=O)c3ccco3)ccc2C)nc2ccccc2c1=O,-0.9,6,-12,-266,-1.1,-1.8,-26,3,1
CN(C)CCn1c(NC(=O)c2ccc(Cl)cc2)nc2ccccc21,0.9,-39,34,i,0.8,0.52,-6[20 µM],2,-27
CC(C)(C)C(=O)N1CCC[C@@]1(CO)C(=O)O,0.6,-3,16,14,2.4,0.95,-18,-7,2
Cc1ccccc1-c1nc(CS(=O)(=O)CC(=O)N(C)C2CCCCC2)c(C)o1,0.4,-4,16,-39,-1.4,-2.4,-13,-4,1
CCn1ncc(CNC(=O)c2cccc([N+](=O)[O-])c2)c1C,0.4,1,4,-18,0.9,0.48,-18,4,-22
CCN1CCN(CCc2nc3cc(NC(=O)COc4ccc(Cl)cc4)ccc3n2C)CC1,0.0,5,19,15,0.5,0.94,-7,-6,-5
O=C(O)CCn1c(=S)oc2ccccc21,0.6,1,35,1,-0.5,1.9,-2[20 µM],0,-17
O=C(Nc1cccc(NC(=O)c2cccs2)c1)c1ccco1,0.4,7,1,-2,0.0,-0.65,-27[20 µM],-6,8
N#C/C(=C\c1cn(-c2ccccc2)nc1-c1cccnc1)c1nnc2n1CCCCC2,-0.3,-37,6,7,-0.4,.,-14[20 µM],1,-12
O=C(CNCC1CCCO1)Nc1ccc(N2CCCCCC2)cc1 (stereo not drawn),1.6,-1,17,-14,1.1,0.0035,-21,0,-22
Fc1cccc2sc(N3CCOCC3)nc12,0.0,0,-3,22,0.6,.,-29[20 µM],2,-8
# Other results.
SMILES,TRPML3 agonist,Tb hexokinase,PPC-1+TRAIL kill,m-calpain inh,zfTRPN1 agonist,Cl transport mod,Furin inh,thrombin 1536,EBV gp42 block
CCn1c(SCc2ccc(OC)cc2)nnc1-c1ccncc1,1.0,4,7,-12,-1.1,.,-22[20 µM],-4,-13
CSc1nc2ncc3c(n2n1)CC1c2ccccc2CCN1C3=O (stereo not drawn),0.3,-1,16,-170,-0.1,.,-37[20 µM],2,11
CCn1c(SCC(=O)N/N=C/C(C)=C/c2ccco2)nnc1-c1ccccc1,-0.8,-51,11,-82,-2.7,-0.8,4[20 µM],3,-11
O=C(NC(=S)NCc1cccnc1)c1cccc2ccccc12,0.3,3,8,24,1.6,0.78,-23,-4,6
Cc1ccc(C(=O)CCNc2ccc(Br)cc2)o1,-0.1,1,32,-9,-0.7,0.22,-24[20 µM],-2,-22
O=C1CCN(CCc2ccccc2)CCN1CCSc1ccc(Br)cc1,.,-4,15,19,.,-0.33,-26,-1,-10
O=C(CC(c1ccccc1)c1ccco1)Nc1nccs1 (stereo not drawn),-0.3,6,8,-26,-0.3,0.067,-7,0,6
CC(=NC1CC1)C1=C(O)c2ccccc2C1=O,-0.4,-42,13,-13,-0.2,1.1,-23[20 µM],-5,-13
O=C1NC(=O)C(CC(=O)N(c2ccccc2)C2(C(=O)NC3CCCC3)CCCCC2)N1 (stereo not drawn),-0.5,3,8,2,-0.5,0.57,-17[20 µM],2,-8
O=C(COC(=O)C1(c2ccc(F)cc2)CCCC1)NC1CC1,-0.1,3,1,-31,1.3,0.79,-15[20 µM],-4,-5
CCn1ncc(C2=NOC(C(=O)N3CCC(C(N)=O)CC3)C2)c1C (stereo not drawn),.,.,-1,12,.,.,.,-2,-19
O=C(Nc1nccs1)c1ccc(-c2ccc(F)cc2)o1,-0.4,-23,49,6,-1.9,-0.3,-8,-9,0
COc1ccc2c(c1)c(=O)oc1c(C)c3occ(C)c3cc12,0.3,-7,.,.,0.4,0.47,11[20 µM],.,.
CCOC(=O)Nc1sc(=S)n(C)c1C,-0.1,-17,25,17,2.1,1.4,-21[20 µM],-7,2
O=C(CN1CCN(S(=O)(=O)c2ccc(Br)cc2)CC1)N/N=C/c1ccncc1,-0.7,-4,5,10,2.2,-0.63,-13,5,-2
COc1ccc(C(C)(C)C)cc1S(=O)(=O)n1ccnc1C,-0.8,-2,-9,-16,-1.2,-2.2,-16,5,-1
C=CCSc1nnc(Cn2c(=O)sc3ccccc32)n1C,0.0,4,2,-2,1.6,-0.15,-29,-5,-20
O=C(CSc1nnc(-c2cccs2)n1-c1ccccc1)N1CCc2ccccc21,-0.3,-1,.,.,1.2,0.34,-12[20 µM],.,.
COCCn1c(-c2ccccc2)cnc1N,0.1,14,12,-42,1.6,0.14,-14[20 µM],1,-10
OCC1(C2=NOC(O)(C(F)(F)F)C2)CCCCC1 (stereo not drawn),0.5,1,11,5,1.3,.,-17,-14,5
CC(=O)N(CC(=O)Nc1sc(C)c(C)c1C(N)=O)Cc1ccccc1,0.9,-5,14,-18,-0.3,-0.11,-25,-6,-18
COc1ccc2[nH]c(=O)c(CNc3ccc(C)c(C)c3)cc2c1,0.6,-9,3,-54,1.5,0.16,-11[20 µM],4,-12
CC(C)(C)NC(=O)/C(=C\C=C\c1ccccc1)NC(=O)c1ccc([N+](=O)[O-])cc1,0.2,-22,1,-25,-1.2,-1.1,-17,-3,8
Cc1ccc(-n2cc(CN3CCN(c4ccccn4)CC3)c(-c3ccc(F)cc3)n2)cc1,0.4,-12,-6,-10,0.8,.,-20,-7,3
CCOc1ccccc1CN1CCN(Cc2cc3ccccc3[nH]2)CC1CCO (stereo not drawn),2.3,5,23,-20,1.9,0.33,-25,0,-1
# Next compounds:
SMILES,TRPML3 agonist,Tb hexokinase,PPC-1+TRAIL kill,m-calpain inh,zfTRPN1 agonist,Cl transport mod,Furin inh,thrombin 1536,EBV gp42 block
CCN(CC)S(=O)(=O)c1cc(-c2nn(C)c(=O)c3ccccc23)ccc1C,-0.1,-3,16,5,-0.9,0.16,-28[20 µM],-6,-15
CCCCN(C)CCn1c(=S)[nH]c2ncccc2c1=O,0.4,-22,-6,-4,0.2,3,-3[20 µM],-2,-12
O=C(COc1ccccc1)NCCSc1ccccc1,-0.6,4,-14,12,0.3,.,-14,4,-1
CCn1ncc(/C=N/O)c1C,1.1,4,-11,7,0.3,-0.011,-20[20 µM],-3,-10
COc1ccc(N=C2NC(=O)/C(=C/C=C/c3ccccc3)S2)cc1,0.5,-17,-10,-13,0.3,0.44,-15,-4,-17
CC(C)Oc1cccc(C(=O)C2CCCN(S(=O)(=O)C(C)C)C2)c1 (stereo not drawn),0.6,1,14,-13,1.9,-0.023,-13,-1,-9
CCn1c(SC)nc(O)c(C(c2ccc(OC)c(O)c2)c2c(O)nc(SC)n(CC)c2=O)c1=O,0.8,-2,25,10,0.0,0.96,-8[20 µM],0,-16
CCCCC(CC)C(=O)Nc1cccc(SC)c1 (stereo not drawn),-0.9,0,16,-6,-3.9,.,-9,-7,-7
O=C(CC1SC(=Nc2cccc3ccccc23)N(Cc2ccccn2)C1=O)Nc1ccccc1Br (stereo not drawn),0.2,1,7,7,-2.4,0.5,6,-8,3
CCOc1cc(/C=N/O)ccc1OS(=O)(=O)c1ccc(C)cc1,-0.1,5,14,-25,-1.8,-0.48,-14[20 µM],3,-10
COc1ccc(N2CCN(C(=O)c3nc4nc(C)cc(C)n4n3)CC2)cc1,0.8,-1,-8,-16,0.6,.,-16,-1,-8
CCN1CCN(Cc2ccc(NC(=O)Nc3cccs3)cc2)CC1,0.6,2,7,-10,1.8,0.49,-18,1,-16
Cc1cc(NC(=O)C2CC(c3ccc(Cl)cc3)=NO2)no1 (stereo not drawn),0.5,4,6,30,0.3,.,-9[20 µM],-3,-32
CN(C)CCCN(C(=O)CCOc1ccccc1)c1nc2c(F)cccc2s1,1.8,4,19,-5,0.3,-0.073,-25,3,6
Nc1nnc(SCC(=O)c2ccc3c(c2)NC(=O)CO3)s1,0.7,-8,14,-4,0.7,0.24,-10,-2,-17

# A draw from above in order of formula weight, high to low.
SMILES,TRPML3 agonist,Tb hexokinase,PPC-1+TRAIL kill,m-calpain inh,zfTRPN1 agonist,Cl transport mod,Furin inh,thrombin 1536,EBV gp42 block
COc1ccc(N2CCN(C(=O)c3nc4nc(C)cc(C)n4n3)CC2)cc1,0.8,-1,-8,-16,0.6,.,-16,-1,-8
CC(C)Oc1cccc(C(=O)C2CCCN(S(=O)(=O)C(C)C)C2)c1 (stereo not drawn),0.6,1,14,-13,1.9,-0.023,-13,-1,-9
COc1ccc(N=C2NC(=O)/C(=C/C=C/c3ccccc3)S2)cc1,0.5,-17,-10,-13,0.3,0.44,-15,-4,-17

# No enrichment for hits (roughly 3.6% active in at least one column).
